High-throughput results as filed in PubChem BioAssay.
hcDAF-12 act: H. contortus DAF-12 activation, primary screen; HEK293 hcDAF-12 lit1-tk-luc reporter, luminescence; 0% DMSO, 100% Δ7-dafachronic acid; activation, % at 6.8 µM; 370,000 compounds, 1.4% hits; AID 652067;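 active means activation above the mean of all tested compounds plus 3 SD, cut at about 5.5% in these data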;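 further: 100% = response to 3 µM Δ7-dafachronic acid high control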
SMARCA2 act: activators of SMARCA2 function. activation, % at 9.1 µM. 370,000 compounds, 1% hits. AID 652017. MG213 cells, MMTV-luciferase reporter, dexamethasone, overnight; in the data active means activation above about 7.8%;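 further: 0% = vehicle wells and 100% = reference activator wells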
ssDAF-12 act: activators of S. stercoralis DAF-12 nuclear receptor; HEK293 ssDAF-12/GRIP1 lit1-tk-luc reporter, luminescence; % of 3 µM dafachronic acid response; activation, % at 6.8 µM; 370,000 compounds, 1% hits;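 active means activation above the mean over all tested compounds plus 3 SD, cut at about 0.9% in these data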;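 further: 0% = DMSO-only wells and 100% = 3 µM delta7-dafachronic acid wells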
hgDAF12 agonist: activates the H. glycines DAF-12 receptor ligand-binding domain; HEK293 GAL4-hgDAF12 UAS-luciferase reporter, agonist luminescence; normalized to butyrate control; activation, % at 6.8 µM; 370,000 compounds, 1.8% hits; AID 687014;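 active means activation above a cutoff set at the mean of all screened compounds plus 3 SD, cut at about 10% in these data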;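 further: 0% = DMSO wells and 100% = sodium butyrate wells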
DAX1 inh-1: inhibits human nuclear receptor DAX1; AID 504766; inhibition, % at 6.75 µM; HEK293 Gal4-DAX1 luciferase reporter, luminescence; 340,000 compounds, 0.99% hits;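 active means inhibition above the mean over all tested compounds plus 3 SD, cut at about 4.2% in these data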;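 further: 0% = DAX1-transfected cells with DMSO and 100% = empty-vector control cells with DMSO; inhibition shows as a rise in luminescence from relieved DAX1 repression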
MBD2 DNA inh: inhibitors of human MBD2 binding to methylated oligonucleotide | Q9UBB5 | TR-FRET | inhibition, % at 4.4 µM | 370,000 compounds, 0.31% hits | AID 686964; in the data active means inhibition above about 13%
NR1D1 modulator: modulates human Rev-erb alpha binding to DNA | 370,000 compounds, 0.79% hits | Rev-erbα–FITC-DNA binding, fluorescence polarization, 90 min | P20393 | activity, % at 10 µM;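 active means activity above about 14%, limit read from the data; passing the limit was not always enough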;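 further: 0% = DMSO wells with 35 nM protein and 100% = DMSO wells with 750 nM protein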
PLCb3 inh: blocks human PLC-beta3 enzyme activity. Q01970. Purified PLC-beta3, fluorogenic substrate, fluorescence. inhibition, % at 12.2 µM. 370,000 compounds, 0.18% hits. AID 720704; in the data active means inhibition above about 11%;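 further: 0% = median of compound wells on plate and 100% = full blocker control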
Target sequence (Q01970 whole entry, looked up): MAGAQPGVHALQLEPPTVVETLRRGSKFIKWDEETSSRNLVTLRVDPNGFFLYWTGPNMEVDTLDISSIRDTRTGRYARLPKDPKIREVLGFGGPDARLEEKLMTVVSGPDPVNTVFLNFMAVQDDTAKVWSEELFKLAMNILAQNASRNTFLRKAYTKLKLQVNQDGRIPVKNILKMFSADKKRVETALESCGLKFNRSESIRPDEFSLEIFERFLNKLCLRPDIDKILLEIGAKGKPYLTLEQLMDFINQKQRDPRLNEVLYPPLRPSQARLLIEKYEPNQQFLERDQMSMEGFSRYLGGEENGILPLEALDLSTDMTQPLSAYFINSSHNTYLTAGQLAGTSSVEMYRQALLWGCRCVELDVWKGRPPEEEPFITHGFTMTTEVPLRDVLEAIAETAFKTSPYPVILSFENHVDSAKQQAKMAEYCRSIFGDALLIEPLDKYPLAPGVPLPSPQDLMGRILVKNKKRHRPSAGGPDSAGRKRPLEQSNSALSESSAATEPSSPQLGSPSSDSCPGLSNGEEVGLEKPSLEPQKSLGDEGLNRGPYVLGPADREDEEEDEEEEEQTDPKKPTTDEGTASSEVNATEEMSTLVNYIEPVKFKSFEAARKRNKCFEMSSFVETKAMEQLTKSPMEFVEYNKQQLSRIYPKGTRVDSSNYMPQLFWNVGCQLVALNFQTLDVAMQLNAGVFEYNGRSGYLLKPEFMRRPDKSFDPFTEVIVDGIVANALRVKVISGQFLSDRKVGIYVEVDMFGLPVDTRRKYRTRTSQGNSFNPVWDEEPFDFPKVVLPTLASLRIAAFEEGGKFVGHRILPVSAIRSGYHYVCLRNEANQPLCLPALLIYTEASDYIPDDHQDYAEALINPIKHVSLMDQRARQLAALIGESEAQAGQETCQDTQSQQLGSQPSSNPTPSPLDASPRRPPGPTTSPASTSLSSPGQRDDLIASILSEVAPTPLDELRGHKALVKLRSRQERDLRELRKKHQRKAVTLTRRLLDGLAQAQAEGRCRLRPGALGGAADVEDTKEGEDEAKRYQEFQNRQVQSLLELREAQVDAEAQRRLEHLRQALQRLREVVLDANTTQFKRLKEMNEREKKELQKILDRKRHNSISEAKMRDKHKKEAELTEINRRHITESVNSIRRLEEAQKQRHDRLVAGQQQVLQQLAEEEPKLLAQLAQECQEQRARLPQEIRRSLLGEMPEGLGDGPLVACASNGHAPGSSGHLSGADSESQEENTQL
PLCg1 inh: blocks human PLC-gamma1 enzyme activity. purified PLC-gamma1, fluorogenic substrate, fluorescence. inhibition, % at 12.2 µM. 370,000 compounds, 0.84% hits. AID 720700; in the data active means inhibition above about 9.5%
DAX1 inh-2: blocks DAX1 repression of SF-1 activated StAR promoter; 370,000 compounds, 1.1% hits; HEK293T StAR-luciferase reporter, SF-1/DAX-1 repression relief; AID 652010; inhibition, % at 6.8 µM;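 active means inhibition above the mean over all tested compounds plus 3 SD, cut at about 3.6% in these data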;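 further: 0% = DAX-1 cells with DMSO and 100% = cells lacking DAX-1 with DMSO; higher inhibition means more luminescence from relief of DAX-1 repression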
ADAM17 inh: inhibits human ADAM17. recombinant ADAM17, EDANS/DABCYL FRET peptide cleavage. P78536. inhibition, % at 6.95 µM. 370,000 compounds, 0.83% hits;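 active means inhibition above the mean of compounds lying between control limits plus 3 SD, set per campaign, cut at about 8.5% in these data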;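 further: 0% = DMSO-only wells as the low control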
An asterisk follows results filed as active; . = no result given.

SMILES | hcDAF-12 act | SMARCA2 act | ssDAF-12 act | hgDAF12 agonist | DAX1 inh-1 | MBD2 DNA inh | NR1D1 modulator | PLCb3 inh | PLCg1 inh | DAX1 inh-2 | ADAM17 inh
Cc1ccccc1S(=O)(=O)NC(=O)C1(C)CCN1C(=O)COc1ccc(Cl)cc1 (stereo unspecified) | -1.5 | 1 | -0.7 | 0.1 | . | 2 | 0 | 2 | -1 | -0.2 | -2
COc1ccccc1OCCn1c(=O)oc2ccc(C)cc21 | -0.6 | -1 | -1.8 | -0.4 | -1.1 | 2 | 4 | -6 | 0 | -0.6 | -3
CC(=O)Nc1ccc(S(=O)(=O)N(CC(=O)NC2CC2)Cc2ccccc2)cc1 | -1.9 | -2 | -2.0 | 0.6 | 1.4 | -1 | 2 | -4 | 0 | 1.6 | -3
CC(C)NC(=O)C(OC(=O)c1ccccc1)C(OC(=O)c1ccccc1)C(=O)O (stereo unspecified) | -1.1 | -2 | -1.1 | -1.5 | -0.2 | -1 | 3 | 0 | -2 | 0.2 | -4
COc1ccc(-c2nc(N)ncc2-c2csc(C)n2)c(O)c1OC | 0.9 | -1 | -0.9 | -0.2 | -0.5 | 1 | -2 | -2 | -2 | 0.2 | -3
CCN1CCN(c2ccc(N=Cc3ccc(O)cc3O)cc2)CC1 | -0.7 | -1 | -0.3 | -1.4 | -0.4 | -5 | 3 | -31 | -21 | -1.3 | 0
CCN(CC)CCN1C(=O)C(O)=C(C(=O)c2ccco2)C1c1ccccn1 (stereo unspecified) | -2.0 | -3 | -1.3 | -0.5 | 1.2 | 3 | -1 | -12 | -9 | -0.5 | -4
COc1cc2c(cc1OC)CN(C(=O)C1(c3ccccc3)CC1)CC2 | -1.7 | -3 | -1.4 | 0.5 | 1.6 | -2 | 7 | -2 | 2 | -0.3 | -1
Cc1ccnc(SCCn2c(N3CCN(C)CC3)nc3c2c(=O)n(C)c(=O)n3C)n1 | -0.5 | -3 | -0.8 | -1.6 | 1.6 | 0 | -3 | -10 | 2 | 0.8 | -4
COCCn1c(C)cc(C(=O)COC(=O)/C=C/c2ccc(OC)cc2OC)c1C | -2.4 | 1 | -1.0 | -0.7 | -1.8 | 1 | 2 | -4 | -2 | -0.7 | -3
CCc1ccc2[nH]c3nc(C)cc(C)c3c(=O)c2c1 | -0.1 | 3 | -1.6 | 6.5 | 0.3 | -3 | 30* | -84 | -81 | -0.4 | -110
COCCNC(=O)C(c1ccc(C)cc1)N(Cc1ccco1)C(=O)CCC(=O)Nc1ccccn1 (stereo unspecified) | -1.4 | -1 | -0.8 | -1.6 | -0.3 | -2 | 2 | 3 | 2 | -0.5 | 1
O=C(Nc1ccc(F)cc1)c1ccc(CN2CCc3ccccc3C2)cc1 | -1.1 | -4 | -2.2 | -4.3 | -5.1 | 4 | 1 | -7 | 2 | -1.5 | -5
Cc1ccc(S(=O)(=O)NCc2cc(=O)n(C)c(=O)n2C)cc1C | 1.1 | -2 | -0.7 | 2.1 | 0.1 | 0 | 5 | 1 | -1 | 0.1 | -2
COc1ccc(CN(C)CC(=O)NC(C)c2ccccc2)c(OC)c1 (stereo unspecified) | -1.8 | 0 | -1.9 | -0.7 | -0.6 | -3 | 2 | -5 | 1 | 0.7 | -4
Cc1ccsc1CNC(=O)C1(C)CCN1C(=O)C(C)C (stereo unspecified) | -2.1 | 1 | -1.5 | -0.7 | . | 1 | -8 | 2 | 4 | -0.4 | -1
COC(=O)c1cc(C#N)c(Oc2ccccc2)nc1C | -0.7 | -1 | -1.4 | 1.6 | 0.9 | 4 | 3 | -3 | -2 | -0.6 | -6
CCCOc1ccc(N2C(=O)CC(NCCNc3ccc(S(=O)(=O)CC)cc3)C2=O)cc1 (stereo unspecified) | -1.8 | 1 | -1.3 | 0.0 | 0.2 | 2 | 0 | 1 | 2 | 0.4 | 2
COc1ccc(Cl)c2sc(N(CCN(C)C)C(=O)CCS(=O)(=O)c3ccc(C)cc3)nc12 | 0.4 | -1 | -1.3 | 3.5 | -0.5 | -3 | 5 | -1 | 0 | -0.1 | -1
Cc1ccc(NC(=O)COC(=O)c2ccc([N+](=O)[O-])s2)c(C)c1 | 0.0 | -4 | -1.2 | 1.1 | 1.5 | 4 | -3 | 1 | -1 | -0.7 | -3
O=C1c2ccccc2NC2CCCCCN12 (stereo unspecified) | 0.3 | -2 | -1.2 | 0.5 | 0.8 | -2 | 6 | -351 | -209 | 0.1 | -171
O=C(O)C1C2C=CC(O2)C1C(=O)Nc1ccc(S(=O)(=O)Nc2ccccc2)cc1 (stereo unspecified) | -1.0 | -1 | -0.8 | 1.4 | 1.6 | -7 | 1 | 1 | 1 | 1.1 | 0
CN(C)c1cccc(CNC(=O)c2ccc3sc([C@@H]4O[C@H](CO)[C@H](O)[C@H](O)[C@H]4O)nc3c2)c1 | -1.2 | -2 | -1.5 | 0.0 | . | 1 | -4 | 4 | 0 | -0.4 | -1
CCN(CC)CCNC(=O)c1ccc(NC(=O)c2cc(S(=O)(=O)N3CCCCC3)ccc2N2CCOCC2)cc1 | 4.2 | 0 | -1.1 | 2.5 | 0.2 | -1 | -6 | -11 | -2 | 0.7 | -5
CCOc1ccc(NC(=O)NCc2cccn2C)cc1 | 0.5 | -2 | -0.9 | 0.0 | 1.5 | 4 | 5 | -3 | 1 | 0.6 | 0

Compound profiles, from the list above. Order of screens: hcDAF-12 act | SMARCA2 act | ssDAF-12 act | hgDAF12 agonist | DAX1 inh-1 | MBD2 DNA inh | NR1D1 modulator | PLCb3 inh | PLCg1 inh | DAX1 inh-2 | ADAM17 inh
Cc1ccc(S(=O)(=O)NCc2cc(=O)n(C)c(=O)n2C)cc1C as listed: 1.1 | -2 | -0.7 | 2.1 | 0.1 | 0 | 5 | 1 | -1 | 0.1 | -2
CCN1CCN(c2ccc(N=Cc3ccc(O)cc3O)cc2)CC1 as listed: -0.7 | -1 | -0.3 | -1.4 | -0.4 | -5 | 3 | -31 | -21 | -1.3 | 0
COCCn1c(C)cc(C(=O)COC(=O)/C=C/c2ccc(OC)cc2OC)c1C as listed: -2.4 | 1 | -1.0 | -0.7 | -1.8 | 1 | 2 | -4 | -2 | -0.7 | -3
CC(=O)Nc1ccc(S(=O)(=O)N(CC(=O)NC2CC2)Cc2ccccc2)cc1 as listed: -1.9 | -2 | -2.0 | 0.6 | 1.4 | -1 | 2 | -4 | 0 | 1.6 | -3

Later entries
SMILES | hcDAF-12 act | SMARCA2 act | ssDAF-12 act | hgDAF12 agonist | DAX1 inh-1 | MBD2 DNA inh | NR1D1 modulator | PLCb3 inh | PLCg1 inh | DAX1 inh-2 | ADAM17 inh
O=C(CCCCl)NC1=NN(c2ccccc2)C(=O)C1 | -0.9 | 0 | -1.2 | 3.1 | 0.5 | -3 | 5 | -1 | -1 | -0.6 | -1
O=C(NCCCN1CCCC1=O)Nc1ccc(Cl)cc1Cl | -1.1 | -1 | -0.9 | -1.1 | -0.4 | 4 | -6 | -3 | -1 | 2.7 | -1
CC1CSc2ccccc2NC1=S (stereo unspecified) | 0.7 | 2 | -1.0 | -1.3 | -0.5 | -2 | 9 | 4 | 1 | -0.6 | 0
C=CCn1c(=O)c2ccccc2n2nnc(C(=O)OCC)c12 | 0.0 | -2 | -0.5 | -0.2 | . | 5 | 4 | -5 | 4 | 0.1 | 4
COc1ccc(N2CCN(CCC(=O)c3ccc4ccccc4c3)CC2)cc1 | 0.1 | -3 | -0.6 | 1.9 | 0.4 | 3 | 6 | -19 | -8 | -0.2 | -12
COc1ccccc1N1CCN(CC(=O)Nc2nc(C)c(C(=O)N(C)C)s2)CC1 | -0.9 | 1 | -1.3 | -0.5 | 1.7 | -3 | -2 | -4 | 2 | -0.2 | 0
CC(=O)c1ccc(N2CCN(S(=O)(=O)c3c(C(=O)N4CCCCC4)c(C)n(C)c3C)CC2)cc1 | 1.1 | -2 | -1.4 | 1.1 | 0.2 | 4 | -2 | -10 | 0 | -1.6 | -2
CC1CCC(NC(=O)C2CC(=O)N(c3ccc4c(c3)OCCO4)C2)CC1 (stereo unspecified) | -1.3 | -4 | -0.3 | -0.3 | 0.3 | 5 | -3 | -3 | 0 | 0.5 | -4
O=C(CSc1ncnc2c1cnn2CCO)Nc1cccc(C(F)(F)F)c1 | -3.1 | -2 | -1.6 | 0.5 | 0.7 | 3 | -3 | -4 | 2 | -0.3 | 0
Cc1cc(C(=O)C(C)OC(=O)C2=NNC(=O)CC2)c(C)n1-c1ccc(OC(F)F)cc1 (stereo unspecified) | 0.1 | -1 | -1.3 | -0.4 | -0.3 | 6 | 2 | -4 | -2 | -1.0 | 7
CCCN1CCN(C(=O)CCCNC(=O)c2ccc(Cl)cc2)CC1 | -1.3 | 0 | -0.4 | 0.1 | 0.6 | 0 | -8 | -4 | 3 | 0.4 | 1
CC[C@@]12C(=O)N(c3ccc(OC)cc3)C(=O)N1[C@H](c1ccc(Cl)cc1)[C@@H]1C(=O)N(C3CCCCC3)C(=O)[C@@H]12 | -1.8 | 0 | -0.6 | 0.8 | 0.3 | 0 | -4 | 2 | -1 | 0.1 | -1
O=C(Nc1ccc(F)cc1)Nc1ccc(Oc2ncnc3cc(Cl)ccc23)nc1 | 0.2 | -3 | -1.2 | -1.0 | 0.7 | 0 | 51* | -1 | 1 | 0.0 | -1
O=C(c1cc2c(s1)CCC2)N1CCN(c2ccccc2)CC1 | 0.1 | 4 | -1.2 | 3.0 | 2.0 | 2 | -18 | 0 | 3 | 0.8 | -1
CCCCC1=CC2=CC(=O)C(C)(OC(=O)CC)C(=O)C2=CN1C1CCCC1 (stereo unspecified) | -1.1 | 1 | -1.4 | -0.8 | -0.2 | -2 | -5 | -116 | -77 | -0.2 | -15
C#CCNC(=O)C[C@H]1C[C@@]2(C(=O)OC)C(=C[C@H](C3CCCC3)O[C@@H]2C)N(Cc2ccc(Cl)cc2Cl)C1=O | -2.8 | -4 | -1.2 | -1.2 | . | 4 | -6 | 2 | 3 | -1.1 | -2
O=C(NCc1cccs1)C1CC(=O)N(c2ccccc2)C1 (stereo unspecified) | -1.5 | -3 | -1.5 | 3.3 | 1.9 | 2 | 9 | 6 | 3 | -0.7 | 2
O=C(CSc1cccc[n+]1[O-])N1CCCc2ccccc21 | 1.5 | 0 | -1.5 | 2.9 | 0.9 | -7 | 1 | -1 | 0 | 1.1 | -2
CCCCCn1c(C)c(CC(=O)Nc2ccc(Oc3cccnc3)c(C)c2)c2ccccc21 | -0.5 | -1 | -0.2 | -1.2 | . | -2 | -2 | -10 | -7 | 0.6 | 2
COc1cccc(Cn2cc(COC(=O)Nc3ccc(F)cc3)nn2)c1 | -2.1 | 0 | -0.7 | -2.7 | . | 0 | -3 | -4 | -1 | -0.2 | -1
O=C(CN1CCCCC1)Nc1ccc(F)c(Cl)c1 | -0.2 | -3 | -1.2 | 0.8 | 1.1 | 2 | -3 | 4 | 3 | 0.0 | 0
COc1ccc(CNC(=O)CN(c2cccc(OC)c2)S(C)(=O)=O)cc1 | 1.9 | 0 | -1.4 | -1.5 | 0.6 | 1 | 0 | 1 | 0 | 0.0 | 0
COc1ccccc1NC(=O)c1cccc(S(=O)(=O)N2CCOCC2)c1 | -2.1 | 0 | -1.6 | -2.1 | -0.2 | -4 | -2 | 4 | 2 | -0.8 | 1
CCCCNC(=O)C1(C)CCN1C(=O)Cc1cccc2ccccc12 (stereo unspecified) | -1.5 | -2 | -1.1 | 4.5 | . | -2 | -2 | 2 | 6 | 1.0 | 0
